# Assay outcomes (PubChem)
# CHT inh – inhibitors of human choline transporter CHT. CHT-expressing cells, membrane potential dye, choline response; active compounds read low. B-score at 10 µM. 0.86% of 310,000 active;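 active means B-score over 3 SD under the library average, and starting fluorescence ratio not unusually high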;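 further: choline stimulus applied at its EC90 after an EC20 pre-addition; B-score computed on integrated fluorescence ratio after choline addition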
# Target sequence (Q9GZV3 whole entry, looked up): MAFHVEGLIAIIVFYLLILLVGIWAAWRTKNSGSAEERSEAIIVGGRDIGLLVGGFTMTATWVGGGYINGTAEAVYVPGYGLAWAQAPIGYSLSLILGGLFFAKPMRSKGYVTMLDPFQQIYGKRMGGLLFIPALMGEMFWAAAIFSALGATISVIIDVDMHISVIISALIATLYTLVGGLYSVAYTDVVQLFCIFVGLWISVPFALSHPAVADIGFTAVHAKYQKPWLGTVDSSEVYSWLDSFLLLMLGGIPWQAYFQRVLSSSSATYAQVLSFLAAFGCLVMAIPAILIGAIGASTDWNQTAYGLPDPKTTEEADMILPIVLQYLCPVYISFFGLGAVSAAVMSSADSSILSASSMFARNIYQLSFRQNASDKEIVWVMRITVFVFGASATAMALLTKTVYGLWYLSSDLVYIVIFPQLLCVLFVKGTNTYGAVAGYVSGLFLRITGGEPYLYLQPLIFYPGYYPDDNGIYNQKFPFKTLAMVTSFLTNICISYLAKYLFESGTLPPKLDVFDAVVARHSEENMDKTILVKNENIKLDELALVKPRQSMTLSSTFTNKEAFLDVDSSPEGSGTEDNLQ
# Kir21 block – inhibitors of mouse Kir2.1 inward-rectifier potassium channel; B-score at 10 µM; HEK293-Kir2.1, FluxOR thallium flux fluorescence; active compounds read low; AID 1672, 2009; 0.85% of 310,000 active;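 active means fluorescence ratio B-score at or below minus 3 SD of library scores, with starting-brightness B-score within 2 SD, cut at about -4.2 in these data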;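 further: channel flux triggered by added potassium and thallium sulfate stimulus; B-score of peak minus minimum fluorescence over baseline after thallium stimulus; more negative B-score means stronger Kir2.1 block with less thallium influx; some compounds called inactive have numbers as strong as hits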
# Target sequence (P35561 whole entry, looked up): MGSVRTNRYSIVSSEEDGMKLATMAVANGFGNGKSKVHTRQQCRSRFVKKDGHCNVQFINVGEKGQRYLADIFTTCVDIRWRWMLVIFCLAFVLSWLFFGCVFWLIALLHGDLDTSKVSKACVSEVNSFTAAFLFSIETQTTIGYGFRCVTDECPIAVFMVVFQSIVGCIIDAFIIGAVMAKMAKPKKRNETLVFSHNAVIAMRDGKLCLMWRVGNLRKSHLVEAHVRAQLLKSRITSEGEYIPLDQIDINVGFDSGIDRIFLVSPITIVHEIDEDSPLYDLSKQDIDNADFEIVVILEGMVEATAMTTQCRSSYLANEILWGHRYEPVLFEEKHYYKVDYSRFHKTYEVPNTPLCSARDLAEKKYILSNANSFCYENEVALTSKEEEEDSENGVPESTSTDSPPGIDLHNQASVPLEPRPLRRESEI
# The depositor's hits bear a star; i = inactive; . = no result given.
SMILES,CHT inh,Kir21 block
O=C(Nc1nncs1)c1cccnc1Cl,i,0.27
COC(=O)c1cccc(NC(=S)NCc2ccco2)c1,i,-0.81
CCOc1ccc(NC(=S)N(CCCN2CCOCC2)Cc2cn(C)c3ccccc23)cc1,i,-0.25
Cc1c(NC(=O)C2CC(c3ccc(F)cc3)=NO2)c(=O)n(-c2ccccc2)n1C (stereo unspecified),i,-0.03
Cn1c(NC(=O)Cc2cccs2)cc(=O)n(C)c1=O,i,-0.83
COc1ccc(C2Nc3ccccc3C(=O)N2NS(=O)(=O)c2ccc(C)cc2)cc1OC (stereo unspecified),i,0.83
CN(C)S(=O)(=O)c1ccc(C(=O)NCC2(N3CCCCC3)CCCCC2)cc1,i,-3.05
CCCn1c(=O)c2[nH]c(-c3ccc(S(=O)(=O)O)cc3)nc2n(CCC)c1=O,i,.
CCCCNC(=O)c1ccccc1Cl,i,0.01
COC(=O)c1c(-c2c(Cl)cccc2Cl)noc1C(=O)NN,i,0.12
Cc1ccc(C(=O)CSc2n[nH]c(-c3ccco3)n2)cc1C,-5.09*,-0.43
COc1ccc(C(=O)NCCc2ccccc2F)cc1OC1CCN(C(C)=O)CC1,i,-2.1
COC(=O)c1ccc2c(=O)n(CCN3CCOCC3)c(SCC(=O)C(C)(C)C)nc2c1,i,-0.25
O=C(NCCN1CCOCC1)c1ccccc1-c1ccccc1,i,-0.69
Oc1ccc(/C=N/N2CCCCC2)cc1O,i,0.15
Clc1nn2cnnc2c2ccccc12,i,4.16
CCOCCCNC(=O)C1CCN(C(=O)Nc2ccc(Cl)cc2)CC1,i,0.01
O=C(c1ccc(S(=O)(=O)N2CCCCC2)cc1)c1nnc(-c2ccc(Cl)cc2)o1,.,0.28
O=C(NCc1cccs1)Nc1ccc(Cl)cc1,i,0.18
Fc1ccc(NC(=S)N/N=C/c2ccc(F)c(F)c2)c(F)c1,i,-0.72
CC(C)CC(=O)N1CCN(c2ccc([N+](=O)[O-])cc2Cl)CC1,i,-1.35
Cn1ccnc1C(=O)c1cccc([N+](=O)[O-])c1,i,-1.46
CC(C(=O)Nc1ccccc1Br)c1ccc([N+](=O)[O-])cc1 (stereo unspecified),i,-0.07
CCOC(=O)[C@@H]1[C@H]2COc3cc(OC)ccc3[C@H]2N2C(=O)N(c3ccc(C(F)(F)F)cc3)C(=O)[C@@]12C,i,3.81
O=C(Cn1nnc(-c2ccc(OCc3ccccc3F)cc2)n1)N1CCOCC1,i,1.07

# Continued, overlapping the part above by 6 compounds.
SMILES,CHT inh,Kir21 block
Fc1ccc(NC(=S)N/N=C/c2ccc(F)c(F)c2)c(F)c1,i,-0.72
CC(C)CC(=O)N1CCN(c2ccc([N+](=O)[O-])cc2Cl)CC1,i,-1.35
Cn1ccnc1C(=O)c1cccc([N+](=O)[O-])c1,i,-1.46
CC(C(=O)Nc1ccccc1Br)c1ccc([N+](=O)[O-])cc1 (stereo unspecified),i,-0.07
CCOC(=O)[C@@H]1[C@H]2COc3cc(OC)ccc3[C@H]2N2C(=O)N(c3ccc(C(F)(F)F)cc3)C(=O)[C@@]12C,i,3.81
O=C(Cn1nnc(-c2ccc(OCc3ccccc3F)cc2)n1)N1CCOCC1,i,1.07
Cn1cc(CN2CCN(c3ccc(Cl)cn3)CC2)c(-c2ccccc2F)n1,i,1.85
CC(=O)N1CCc2cc(S(=O)(=O)NCCCN3CCN(Cc4ccccc4)CC3)ccc21,i,1.01
O=C(Nc1nccs1)c1cc(-c2ccccn2)nc2c(Cl)cccc12,i,-0.58
COc1ccc(-c2csc(-c3ccc(C(=O)O)cc3)n2)cc1,i,0.27
NC(=O)c1ccc(NC(=O)c2ccc3c(c2)CCN3S(=O)(=O)c2ccccc2)cc1,i,-0.01
Cc1nc2ccc(S(=O)(=O)NCC(=O)N3CCN(c4ccccc4)CC3)cc2s1,i,-0.04
O=C(COC(=O)CCC1CCCC1)Nc1ccc(Cl)cc1F,i,-0.67
COc1ccccc1OCCC(=O)OCC(=O)Nc1cc(S(=O)(=O)N2CCOCC2)ccc1Cl,i,1.74
Cc1sc2nc(C(C)C)nc(SCC(=O)N3CCOCC3)c2c1C,i,0.44
CCC(c1nnc(SCCNCCO)n1CCN1CCOCC1)N(C)C (stereo unspecified),i,1.01
Cc1cc(Cl)nc2c(C(C)C)cccc12,i,-0.22
CCN(Cc1ccccc1)Cc1ccc(OCc2ccccc2)cc1,i,-0.04
O=C1CCC(C(=O)NCc2ccccc2)N1 (stereo unspecified),i,1.67
Cc1ccc(SC(=O)c2c(C)noc2-c2cc(C)on2)cc1,i,0
Cc1nc2nc(-c3ccccc3)nn2c(C)c1Cl,i,-0.39
COc1ccccc1-c1nc(C#N)c(N2CCN(c3ccccc3)CC2)o1,i,1.89
Cc1nnc(NC(=O)c2ccc(S(=O)(=O)N3CC(C)CC(C)C3)cc2)o1 (stereo unspecified),i,-0.97
CCCCC(C(=O)O)C(C)CC(=O)Nc1cccc(C(=O)O)c1 (stereo unspecified),i,0.72
COc1ccc(NC(=O)c2ccc(S(=O)(=O)N3CCOCC3)cc2)c(OC)c1,i,0.14
CC1CC(C)CN(S(=O)(=O)N2CCCC(C(=O)NCc3ccccc3Cl)C2)C1 (stereo unspecified),i,1.33
O=C(O)c1ccccc1-c1ccccc1C(=O)NNc1ccc([N+](=O)[O-])cc1,i,1.75
CC(C)OC(=O)CCCN1C(=O)c2ccc(N)cc2C1=O,i,-0.01
COc1cc(C(=O)OCc2ccc(C)cc2)cc(NC(=O)c2cccs2)c1OC,i,-0.09
Fc1ccc(-c2cc(-c3cccs3)cc(-c3ccccc3)n2)cc1,i,1.02
CCOc1cc(NS(C)(=O)=O)c(OCC)cc1NC(=O)c1cccs1,i,-0.82

# Sorted by length of the SMILES (highest first): some entries from above.
SMILES,CHT inh,Kir21 block
COc1ccccc1OCCC(=O)OCC(=O)Nc1cc(S(=O)(=O)N2CCOCC2)ccc1Cl,i,1.74
CN(C)S(=O)(=O)c1ccc(C(=O)NCC2(N3CCCCC3)CCCCC2)cc1,i,-3.05
CC(C(=O)Nc1ccccc1Br)c1ccc([N+](=O)[O-])cc1 (stereo unspecified),i,-0.07
Cc1ccc(SC(=O)c2c(C)noc2-c2cc(C)on2)cc1,i,0
CCC(c1nnc(SCCNCCO)n1CCN1CCOCC1)N(C)C (stereo unspecified),i,1.01
Oc1ccc(/C=N/N2CCCCC2)cc1O,i,0.15
O=C(Nc1nncs1)c1cccnc1Cl,i,0.27

# Additional compounds
SMILES,CHT inh,Kir21 block
O=C(CCNC(=O)Cn1ccc2ccccc2c1=O)NCc1ccc(F)cc1Cl,i,-0.63
COc1cccc(C2C(C(N)=O)=C(C)Nc3nc(CCCO)nn32)c1OC (stereo unspecified),i,1.21
COC(=O)/C=C(\C)NC(=O)c1cccs1,i,-0.8
O=C(CSc1nnc(-c2ccc(Cl)cc2)n1CC1CCCO1)NC1CCS(=O)(=O)C1 (stereo unspecified),i,-1.04
Clc1ccc(CN2CCN(c3ncccn3)CC2)cc1Cl,i,0.06
CCOc1ccc(S(=O)(=O)N2CCN(C(=O)c3ccc(-n4cncn4)c([N+](=O)[O-])c3)CC2)cc1,i,0.23
O=C(Cn1ccc2ccccc2c1=O)NCC(=O)N1CCCCC1,i,1.38
CC1CCC(CN2CCN=C2N(C)C)CC1 (stereo unspecified),i,.
CC(C)C(=O)Nc1sc2c(c1-c1nc3ccccc3[nH]1)CCCC2,i,-0.05
Cc1cc(C)nc(N2CCCC(C(=O)NC3CCCC3)C2)n1 (stereo unspecified),i,0.03
CCC(C)[C@H]1COCCS(=O)(=O)N1Cc1ccc(C)cc1 (stereo partly specified),i,-0.56
O=C(O)CC(NC(=O)COc1ccccc1)c1cccc([N+](=O)[O-])c1 (stereo unspecified),i,1.94
COCCNC(=O)/C(C#N)=C/c1c(F)cccc1Cl,i,0.08
COCCN(C(=O)COC(=O)c1ccc(Cl)s1)c1c(N)n(Cc2ccccc2)c(=O)[nH]c1=O,i,1.49
O=S(=O)(Nc1ccc2c(c1)OCCO2)c1c(F)cccc1F,i,-1.14
O=C(Cn1cccc1C(=O)c1ccccc1)NCc1ccco1,i,0.02
O=C(N/N=C/c1cccn1-c1ccc([N+](=O)[O-])cc1)c1cccnc1,i,3.68
COC(=O)c1sccc1-n1cccc1C(=O)C(=O)N1CC(C)OC(C)C1 (stereo unspecified),i,0.12
Cn1c(=O)[nH]c(=O)c2c1nc(CN1CCN(c3ccccc3F)CC1)n2CC(N)=O,i,0.82
O=C(NCc1ccccc1Cl)c1ccccc1CCc1ccccc1,i,0.35
COc1ccc(S(=O)CC(=O)Nc2ccc(Cl)cc2Cl)cc1 (stereo unspecified),i,-0.45
O=C1C=C(c2cccc(O)c2)CCC1,i,-0.68
CC(C)(C)c1ccc(C(=O)N2CCCCCC2=O)cc1,i,1.79
Cc1c(NC(=O)/C(C#N)=C/C2CC=CCC2)c(=O)n(-c2ccccc2)n1C (stereo unspecified),i,0.93
CC1CC(=O)N(c2ccc(C(C)C)cc2)C(=O)C1,i,1.84

# The list goes on.
SMILES,CHT inh,Kir21 block
CCCCCOc1ccc(C(=O)N(Cc2ccco2)C2CCS(=O)(=O)C2)cc1 (stereo unspecified),i,-0.59
COc1c(/C=N/NC(=O)[C@H]2C[C@@H]2c2ccccc2)c(CCN(C)C(C)=O)cc2c1OCO2,i,0.75
COc1ccc(CNC(=O)COC(=O)C2CCN(S(=O)(=O)c3ccccc3C(F)(F)F)CC2)cc1,i,0.37
C/C(Cc1ccccc1)=N/NC(=O)CCCC(=O)N/N=C(/C)Cc1ccccc1,i,0.2
O=C(CNC(=O)c1ccc(Br)cc1)NCC(=O)OCC(=O)c1ccc([N+](=O)[O-])cc1,i,-0.02
COCCn1c(SCC(=O)Nc2cccc(C)c2)nnc1C(C)C,i,2.33
CCCCCCNC(=O)c1c(O)c2cccc3c2n(c1=O)CCC3,i,0.2
CC1CN(C(=O)CN2C(=O)NC(C)(c3ccccc3)C2=O)CC(C)O1 (stereo unspecified),i,0.93
COc1ccc(NC(=O)CSc2nc3c(c(=O)n2-c2ccc(C)cc2)SCC3)c(OC)c1,i,-1.07
Cc1nc2ccccc2n1CC(=O)NCCN1CCCC1,i,0
O=C(CN1CCN(Cc2ccc(F)cc2)CC1)Nc1nc2ccccc2s1,i,1.47
CCCNC(=O)c1ccc(Cn2cc(-c3ccc(OC)cc3)nc2C(C)N)cc1 (stereo unspecified),i,0.08
CCOc1ccccc1OCC(=O)Nc1ccc(OC)c(S(=O)(=O)N2CCCCC2)c1,i,-0.41
COCCNC(=O)Cn1c(=O)n(Cc2ccc(C(=O)NCc3ccco3)cc2)c(=O)c2ccccc21,i,-0.95
Cc1cc(C(=O)C(C)OC(=O)c2cnccn2)c(C)n1-c1ccccc1 (stereo unspecified),i,-1.53
COc1cccc(NC2=C(Cl)C(=O)OC2OC(=O)c2ccco2)c1 (stereo unspecified),i,0.02
CCOC(=O)c1c(C)[nH]c(C(=O)COC(=O)c2cnc(C)cn2)c1C,i,1.06
O=C(N/N=C\c1ccc(Cl)s1)C1COc2ccccc2O1 (stereo unspecified),i,0.69
CC(C)CNS(=O)(=O)c1ccc(CCC(=O)N2CCC(C(N)=O)CC2)cc1,i,1.28
Cc1ccc(C)c(S(=O)(=O)N2CCN(C(=O)c3sccc3C)CC2)c1,i,-0.07
CC(=NCCN1CCN(C(C)=C2C(=O)c3ccccc3C2=O)CC1)C1=C(O)CC(C)(C)CC1=O,i,-0.07
CCCCCCCCCCNC(=O)C(=O)Nc1ccccn1,i,0.69
O=C(COC(=O)CN1C(=O)C2CCCCC2C1=O)NNC(=O)c1ccc(Cl)cc1 (stereo unspecified),i,0.86
Cc1ccc(NC(=O)CSc2nnc(CNC(=O)c3c(F)cccc3Cl)o2)cc1,i,-0.02
COc1ccc2nc(Nc3nc4ccc(NC(C)=O)cc4s3)sc2c1,i,0.02

# Reprinted from the part before: 2 entries, then new ones.
SMILES,CHT inh,Kir21 block
Cc1ccc(NC(=O)CSc2nnc(CNC(=O)c3c(F)cccc3Cl)o2)cc1,i,-0.02
COc1ccc2nc(Nc3nc4ccc(NC(C)=O)cc4s3)sc2c1,i,0.02
Cc1ccc(-n2nc3c(=O)n(CC(=O)NCc4ccccc4)nc(C)c3c2C)cc1,i,-0.53
COc1ccc(NC2CCCN(C(=O)c3ccc(C)nc3)C2)cc1 (stereo unspecified),i,0.9
NC1=NC(=O)CC(C(=O)Nc2cccc3ccccc23)S1 (stereo unspecified),i,2.23
COc1ccc(CCOC(=O)c2cccc(NC(C)=O)c2)cc1,i,3.46
CCOC(=O)c1cnc(-n2[nH]c(C)c(Cc3ccccc3)c2=O)[nH]c1=O,i,0.02
COc1ccc2noc3c2c1C(=O)c1ccccc1-3,i,-15.9
COc1ccc(NS(=O)(=O)c2ccc(N3CCCC3)c(N)c2)cc1,i,-0.92
Cc1ccc(Nc2nnc(SC/C(O)=C(\C#N)c3nc4ccccc4[nH]3)s2)c(C)c1,i,0.1
Cc1ccc(NC(=S)NC(=O)c2ccc(F)cc2)cc1S(=O)(=O)Nc1cccc(Cl)c1,i,-2.84
N#CCC(=O)Nc1ccc(C(=O)OCC(=O)Nc2cccc(C(F)(F)F)c2)cc1,i,1.1
COc1ccc(N2CCN(/C(=N\S(=O)(=O)c3ccccc3)Nc3nc(C)cc(C)n3)CC2)cc1,i,1.25
COc1ccc(CN(C)C(=O)c2ccc3ccccc3n2)cc1F,i,-0.24
CC(SC1=Nc2ccccc2C2CC=NN12)C(=O)NC1(C#N)CCCCC1 (stereo unspecified),i,-4.59*
COc1cc(-c2cc(C(F)(F)F)n3ncc(C(=O)O)c3n2)cc(OC)c1OC,i,-1.26
CN(C)CCN1C(=O)C(=O)/C(=C(/O)c2ccccc2)C1c1ccccc1F (stereo unspecified),i,0.9
Cn1c(=O)c(C(=O)NCCO)c(O)c2ccccc21,i,1.36
CCCOc1ccc(-c2nnn(CC(=O)OCC)n2)cc1,i,1.79
